GoLoco inh red – qHTS Assay for Inhibitors of RGS12 GoLoco Motif Activity (Red Fluorophore); Guanine nucleotide-binding protein G(i) subunit alpha-1 (Homo sapiens), P63096; Gai1:RGS12 GoLoco peptide FP, rhodamine, 10 min; Potency, µM (highest dose often 61.6 µM), without a hit: at the highest dose activity, negative = inhibition, usual class: inhibitors; 0.44% of 230,000 active; AID 880, 2007; active = well fitted inhibition curve with a large enough effect, not every such curve was filed as active; inactive = no such curve, though single readings can be large or run the other way; also: % is scaled to controls: 0 for no effect and ±100 for the full control effect; nearly all actives have a fitted effect of over 30% in size; many of its hits are not listed in these tables
Target sequence (P63096 whole entry, looked up): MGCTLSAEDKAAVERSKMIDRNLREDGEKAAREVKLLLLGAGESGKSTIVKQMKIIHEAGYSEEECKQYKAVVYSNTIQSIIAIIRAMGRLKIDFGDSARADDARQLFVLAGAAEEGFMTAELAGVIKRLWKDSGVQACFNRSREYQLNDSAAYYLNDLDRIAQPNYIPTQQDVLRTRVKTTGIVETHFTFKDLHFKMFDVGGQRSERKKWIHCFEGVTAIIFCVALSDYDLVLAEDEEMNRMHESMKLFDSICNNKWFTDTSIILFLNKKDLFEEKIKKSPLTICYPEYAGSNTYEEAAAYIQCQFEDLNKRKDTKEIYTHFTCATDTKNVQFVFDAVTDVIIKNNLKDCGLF
GAA inh – qHTS Assay for Inhibitors of Human alpha-Glucosidase as a Potential Chaperone Treatment of Pompe Disease | Potency, µM (doses to about 76.9 µM), inactives show at the top dose activity change, negative = inhibition, hits mostly inhibitors | purified human GAA, 4-MU-alpha-glucoside fluorescence | 0.005% of 200,000 active;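 also: plate controls were uninhibited enzyme wells for no effect and no-enzyme background for full effect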
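Fluorescence at Ex 365/Em 440 nm from 4-methylumbelliferone reported enzyme activity after 20 min at room temperature. Reactions used 4 nM enzyme and 400 uM substrate at pH 5.0; curves fitted with the Hill equation.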
aGal spleen mod – qHTS Assay for Inhibitors and Activators of Human alpha-Galactosidase From Spleen Homogenate | Potency, µM (series often up to 80 µM), for inactives: at the top dose activity change, negative = inhibition, actives largely listed as inhibitors | Alpha-galactosidase A (Homo sapiens), P06280 | human spleen homogenate, 4MU-alpha-Gal fluorescence, 40 min | 0.008% of 240,000 active;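 also: 0% = enzyme with vehicle and -100% = no enzyme basal signal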
Target sequence (P06280 32-429 limits assumed): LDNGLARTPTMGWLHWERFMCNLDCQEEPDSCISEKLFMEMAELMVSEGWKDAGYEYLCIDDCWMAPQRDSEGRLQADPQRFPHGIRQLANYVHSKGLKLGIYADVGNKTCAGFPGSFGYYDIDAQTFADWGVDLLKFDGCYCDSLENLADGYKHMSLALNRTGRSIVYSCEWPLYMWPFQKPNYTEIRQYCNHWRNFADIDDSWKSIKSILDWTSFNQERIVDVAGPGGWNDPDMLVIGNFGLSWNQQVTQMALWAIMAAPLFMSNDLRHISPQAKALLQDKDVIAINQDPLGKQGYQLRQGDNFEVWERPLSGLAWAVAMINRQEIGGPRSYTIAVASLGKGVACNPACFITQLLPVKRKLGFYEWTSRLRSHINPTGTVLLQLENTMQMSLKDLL
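Human spleen homogenate (1 ug) was the enzyme source, with 4-methylumbelliferyl-alpha-D-galactopyranoside (1 mM final) in pH 5.0 citrate buffer with 0.01% Tween-20. Compounds were titrated; after 40 min at 37C, NaOH/glycine stop, 4-MU fluorescence read; AC50 from Hill fits.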
GAA glycogen – qHTS Assay for Inhibitors and Activators of Human alpha-Glucosidase Cleavage of Glycogen; 0.38% of 300,000 active; Potency, µM (doses to about 76.4 µM), without a hit: at the highest dose activity change, negative = inhibition, hits mostly inhibitors; recombinant GAA, glycogen substrate, Amplex Red glucose oxidase fluorescence;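 also: 0% = full enzyme reaction and -100% = no-enzyme basal signal; the screen sought inhibitors and activators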
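Recombinant human alpha-glucosidase (4 nM final) hydrolysed bovine liver glycogen (30 ug) for 40 min at 37 C in pH 5.0 citrate/phosphate with 0.01% Tween-20. Released glucose detected by glucose oxidase/Amplex Red, Ex 573/Em 610 nm. Compounds up to 77 uM; AC50 from Hill fits.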
aGlu spleen mod – qHTS Assay for Inhibitors and Activators of Human alpha-Glucosidase From Spleen Homogenate; Lysosomal alpha-glucosidase (Homo sapiens), P10253; human spleen homogenate, 4-MU-alpha-glucoside fluorescence; Potency, µM (series often up to 79.9 µM), inactives show at the top dose activity change, negative = inhibition, hits mostly inhibitors; 0.006% of 240,000 active;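 also: 0% = enzyme with vehicle and -100% = no enzyme basal signal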
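AC50 values come from Hill-equation fits of concentration-response data, normalized to no-enzyme and full-activity controls. Enzyme source: 1 ug human spleen homogenate; 1 mM fluorogenic 4-MU glucoside, pH 5.0 citrate buffer, 37 C, 40 min.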
SMN2 splice enh – qHTS Assay for Enhancers of SMN2 Splice Variant Expression; 2.8% of 210,000 active; HEK293 SMN2-luciferase splicing reporter, luminescence, 30-36 h; Potency, µM (highest dose often 46.1 µM), inactives show at the highest dose activity change, positive = activation, hits mostly activators; also: % of control where 0% means no effect; nearly all actives have a fitted effect of over 55% in size
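HEK293 cells carry an SMN2 […]–luciferase reporter in which exon 7 inclusion puts luciferase in frame. Cells were plated 10-12 h before compound addition, then incubated 30-36 h at 37C. ONE-Glo luminescence was read; sodium butyrate at 4.5 mM final served as control.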
JMJD2E inh – qHTS Assay for Inhibitors of Human Jumonji Domain Containing 2E (JMJD2E) | AID 2147, 2009 | Lysine-specific demethylase 4E (Homo sapiens), B2RXH2 | JMJD2E catalytic domain, FDH-coupled NADH fluorescence (FDH is formaldehyde dehydrogenase) | 1.6% of 230,000 active | Potency, µM (top dose mostly 57.1 µM), for inactives: top-dose activity change, negative = inhibition, usual class: inhibitors; active = well fitted inhibition curve with a large enough effect, not every such curve was filed as active; inconclusive = small, poorly fitted or top-dose-only effect, or another doubt; inactive = no such curve, though single readings can be large or run the other way;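 also: 0% = wells with enzyme and -100% = buffer wells without enzyme; nearly all actives have a fitted effect of over 50% in size; many of its hits are not listed in these tables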
ALDH1A1 inh – qHTS Assay for Inhibitors of Aldehyde Dehydrogenase 1 (ALDH1A1); Purified ALDH1A1, NADH fluorescence, propionaldehyde substrate; Potency, µM (series often up to 75.3 µM), inactives show top-dose activity, negative = inhibition, usual class: inhibitors; 7.3% of 220,000 active; AID 1030, 2008; active = well fitted inhibition curve with a large enough effect, not every such curve was filed as active; inconclusive = small, poorly fitted or top-dose-only effect, or another doubt; inactive = no such curve, though single readings can be large or run the other way;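 also: plate controls were no enzyme wells and a reference inhibitor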
Numbers without * were called inactive; ? = inconclusive; . = no result given; [ ] = remark or other dose. Unless noted, calls follow the shape of the dose curve; as a rule, active = well fitted curve in the direction sought with a large enough effect; inconclusive = small, poorly fitted or top-dose-only effect, or another doubt; inactive = no such curve, though single readings can be large; an effect the other way counts as inactive or inconclusive. Potency is read from the fitted curve at half-maximal effect. The list is partial, so the mix of outcomes need not match the whole.

The line under a structure holds: aGal spleen mod | GAA inh | JMJD2E inh | GAA glycogen | ALDH1A1 inh | aGlu spleen mod | SMN2 splice enh | GoLoco inh red
> O=C(CCN1C(=O)/C(=C/c2ccccc2)SC1=S)NNC(=O)c1ccncc1
  1% | 2% | 1% | 20% | 5% | 4% | 25% | 1%
> O=C(c1ccccc1C(=O)N1CCN(c2ccccc2F)CC1)N1CCN(c2ccccc2F)CC1
  6% | -11% | 1% | 4% | 10% | -3% | ? | 4%
> O=C(O)C1Cc2c([nH]c3ccccc23)C(c2coc3ccccc3c2=O)N1 (stereo unspecified)
  0% | . | ? | . | 4% | 1% | -4% | 3%
> COc1ccc(C)cc1NC(=O)CSc1nnc(CC(=O)Nc2ccccc2C)n1C
  5% | -3% | -1% | 4% | 8% | -1% | ? | 12%
> C/C(=N\NC(=O)c1cc(-c2ccncc2)nc2ccccc12)c1ccc(N2CCOCC2)cc1
  -18% | 3% | 0% | -1% | 12% | -11% | -22% | 7%
> CC(C)N(C(=O)CS(=O)(=O)c1ccc(Cl)c(Cl)c1)C(C)C
  0% | 3% | 5% | 1% | 0% | 7% | 15% | -11%
> COc1ccccc1CNC(=O)C1CC(c2ccccc2F)=NO1 (stereo unspecified)
  0% | . | 6% | 2% | . | -3% | . | 4%
> COc1ccc(/C=C/C2=CCN(Cc3ccc(OC)cc3)CC2)cc1
  5% | -3% | 28µM* | 0% | -4% | -3% | -51%[inhibitor] | -3%
> Cc1ccccc1N1C(=O)C(Oc2ccc(Cl)cc2)C1CNCCCOC(C)C (stereo unspecified)
  -6% | 0% | 3% | 5% | -3% | -11% | -12% | 4%
> COc1ccc(NS(=O)(=O)c2c(C)cc(C)cc2C)cc1
  0% | ? | -5% | -18% | ? | -7% | 2% | 11%
> CCOc1ccc2nc(SCC(=O)N3CCCCCC3)c(C#N)cc2c1
  -14% | -8% | ? | -10% | ? | 2% | 21% | -10%
> Nc1nc(-c2ccc(Cl)cc2)nnc1-c1ccc(Br)cc1
  5% | 9% | -2% | -9% | 8% | -19% | . | 7%
> COc1ccc(Cn2c(=O)sc3ccccc32)cc1
  -1% | ? | 4% | -2% | 4% | -2% | ? | -6%
> CCCC(C(=O)NC1CCCC1)N(Cc1cccs1)C(=O)c1snc(C(N)=O)c1N (stereo unspecified)
  9% | 2% | 47% | -7% | ? | -4% | 19% | -36%
> Cc1cc(=O)[nH]c(SCc2cccc(F)c2)n1
  4% | 2% | 2% | -2% | -4% | -1% | 16% | -3%
> COc1ccccc1C(=O)n1nc(-c2ccccc2)nc1NCc1ccco1
  -2% | -15% | -1% | -1% | -2% | -10% | 13µM* | 1%
> Cc1cccc(C(=O)c2c(N)sc3c2CCC(C)C3)c1 (stereo unspecified)
  0% | 3% | -3% | -23% | 7.9µM* | -27% | . | .
> O=C(N/N=C\c1cc(Cl)ccc1O)c1ccc(S(=O)(=O)N2CCCCC2)cc1
  6% | -6% | ? | 15% | 3% | -4% | -90%[inhibitor] | 4%
> CN(C)c1ncc2nc(-c3cccc(C#N)c3)c(=O)n(C)c2n1
  -4% | . | . | . | 4% | -12% | . | 1%
> Cc1c(/C=C(\CC(=O)O)c2nc3ccccc3s2)cc(C#N)n1C
  -7% | -7% | ? | -3% | ? | -3% | . | 21%
> COc1ccc(NC(=O)Nc2cc(C)ccc2OC(F)F)c(OC)c1
  4% | 3% | 2% | -3% | 4% | 6% | -2% | 7%
> CCOC(=O)N1CCN(C(=O)c2cccc(-n3c(=S)[nH]c4cc(Cl)ccc4c3=O)c2)CC1
  -1% | -14% | -4% | 2% | 12% | 1% | 13% | 1%
> Clc1c(Cl)c(Cl)c2n[nH]nc2c1Cl
  1% | . | 7% | 4% | . | -17% | . | 28%
> Cc1ccc(NC(=S)N(CCN(C)C)C(C)c2cccnc2)cc1 (stereo unspecified)
  -11% | -1% | -5% | 1% | 3% | -5% | -12% | -6%
> CS(=O)(=O)N(CCc1ccccc1)CC(=O)Nc1ccccc1
  -5% | -3% | 2% | 9% | -4% | -1% | -5% | -7%
> CC(CO)(CO)NCc1ccc(-c2ccccc2)cc1
  -3% | 2% | 4% | 1% | 9% | -2% | 22% | 10%
> Cc1cccc(C(=O)Oc2ccccc2C(=O)N2CCOCC2)c1
  -3% | . | 0% | 3% | . | -5% | . | -3%
> O=C(CNC(=S)N(CCCN1CCOCC1)Cc1cccs1)N1CCOCC1
  -5% | -2% | -7% | 4% | -5% | -1% | 0%[1.84 µM] | 10%
> CC1(C)CC(=O)C(C=NCCCN2CCCC2=O)=C(O)C1
  1% | -1% | 3% | -11% | -3% | 1% | 3% | -2%
> COc1cccc(NC(=O)CSc2nc3ccccc3c(=O)n2CCCC(=O)NCCCN2CCOCC2)c1
  -2% | 5% | -17% | -6% | -9% | 0% | 0% | 5%
> COc1ccc(NC(=O)CCC2COc3ccccc3O2)c(OC)c1 (stereo unspecified)
  2% | -6% | 1% | 3% | -2% | 3% | -13% | 8%
> CCOC(=O)N1CCN(Cc2nc(N)nc(Nc3ccc(OC)cc3)n2)CC1
  3% | 4% | -10% | 5% | ? | -2% | ? | -4%
> Cc1ncc([N+](=O)[O-])n1Cc1ccccc1
  1% | 3% | -7% | 1% | -1% | -5% | -7% | -5%
> CCOC(=O)C(Sc1nnc2c3ccccc3n(CC)c2n1)C(=O)OCC
  2% | -8% | -3% | -14% | ? | -3% | -8% | 10%
> CCCc1nnc(NC(=O)CCC(=O)O)s1
  19% | 13% | -7% | 8% | ? | 7% | -12% | -21%
> COC(=O)Cc1cc(=O)n2[nH]c(C)nc2n1
  15% | 0% | 9% | -1% | -8% | -29% | 2% | -11%
> COc1ccccc1-c1cc(C(=O)NCc2ccco2)no1
  4% | -6% | -20% | -1% | -14% | -3% | 1% | 3%
> O=Cc1cccc(OC(=O)c2ccc(Cl)cc2Cl)c1
  -2% | ? | 3% | -1% | -14% | -12% | ? | 4%
> Cc1cc(-c2ccccc2)n2nc(C)c(-c3ccccc3)c2n1
  3% | -3% | -7% | 4% | -26% | -17% | -19% | -7%
> O=C(NCCCCc1ccccc1)C12CN(Cc3ccccc3)CC1C(c1ccc([N+](=O)[O-])cc1)=NO2 (stereo unspecified)
  -8% | ? | -27% | -1% | 11µM* | -4% | -42%[inhibitor] | -12%
> COC(=O)C1=C(C)NC2=C(C(=O)CCC2)C1c1ccc(-c2ccsc2C(=O)OC)o1 (stereo unspecified)
  2% | -8% | ? | -14% | ? | 0% | . | -2%
> O=C(CNc1ccc2c(c1)OCO2)N/N=C\c1cn(Cc2ccccc2)c2ccccc12
  -1% | 0% | -12% | 5% | 4.5µM* | -8% | -56%[inhibitor] | 4%
> CC(C)NC(=O)COc1ccc(OCc2ccccc2)cc1
  2% | 2% | 2% | -10% | 2% | 8% | -1% | -13%
> Cc1ccc(S(=O)(=O)c2nc(NCCCn3ccnc3)sc2Cl)cc1
  5% | -2% | 5% | -5% | -3% | 2% | -15% | 5%
> COc1cc(/C=N/NC(=O)CSc2n[nH]c(=O)[nH]c2=O)cc(OC)c1O
  -3% | -7% | -14% | 6% | ? | -2% | -19% | -19%
> CC(C)COCC1CC2(CC(C)(c3csc(N)n3)OC2=O)C(=O)O1 (stereo unspecified)
  17% | -8%[15.4 µM] | 6% | 3% | -3% | 9% | -8% | 8%
> CS(=O)(=O)N(Cc1ccc(C(=O)NCc2ccco2)cc1)c1ccccc1
  -1% | -8% | -1% | 5% | 8% | 0% | -15% | -13%
> COC(=O)C1(Cc2ccccc2)C=C2C(=C(c3ccccc3)C(=O)C2C)CN1 (stereo unspecified)
  -14% | . | -27% | . | 25µM* | 0% | -9% | -13%
> NCCCC[C@H]1CNC(=O)C(=O)N1CCc1cccc2ccccc12
  2% | . | 0% | 0% | . | -9% | . | -2%
> CCOC(=O)C1CCN(S(=O)(=O)c2cccc(-c3cn4cccnc4n3)c2)CC1
  ? | ? | ? | -26% | ? | 6% | -31%[inhibitor] | 9%
> O=C(NCc1csc(-c2cccs2)n1)c1cccc(Cl)c1
  -20% | -3% | ? | 7% | -6% | -2% | . | 15%
> CCc1nnc(NC(=O)c2ccc3ncsc3c2)s1
  -3% | -2% | ? | -5% | -2% | -5% | . | 7%
> COc1ccc(-c2ccc(-c3nc4c(c(=O)[nH]c(=O)n4Cc4ccccc4)n3C)o2)c([N+](=O)[O-])c1
  -1% | 9% | 8% | 4% | 1% | -4% | . | 30%
> CSC1=C(C#N)C(c2ccc(C)s2)CC(=O)N1 (stereo unspecified)
  -10% | 1% | 6% | 3% | ? | -22% | 8% | -9%
> COc1ccc(-n2c(C)cc(/C=C3/SC(=S)N(C)C3=O)c2C)cc1
  0% | -13% | 0% | 7% | 1µM* | -2% | -19% | 7%
> C#CCOC(=O)CCC(=O)Nc1cc(OC)nc(OC)n1
  -9% | -2% | 5% | -14% | 3% | -8% | 6% | 9%
> Cc1[nH]c(=O)c(C(=O)c2cc(Cl)ccc2O)cc1C(=O)O
  -5% | -2% | -13% | ? | 5% | -3% | 2% | 5%
> O=C(c1ccco1)N1CCN(C2=NS(=O)(=O)c3ccccc32)CC1
  1% | -1% | -3% | 6% | 19% | 7% | . | 7%

Screens (PubChem BioAssay)
